Screening data as filed in PubChem.
FLuc stim CS = firefly luciferase counter-screen for stimulation assays; P08659; ATPlite luciferase biochemical, luminescence, 10 min; 0 = ATP-free wells, 1 = DMSO control; activation factor at 10 µM; 200,000 tested, under 10 active;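 active = luciferase activation factor, scaled between plate controls, of at least 2 with compound at 10 µM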
Target sequence (P08659 whole entry, looked up): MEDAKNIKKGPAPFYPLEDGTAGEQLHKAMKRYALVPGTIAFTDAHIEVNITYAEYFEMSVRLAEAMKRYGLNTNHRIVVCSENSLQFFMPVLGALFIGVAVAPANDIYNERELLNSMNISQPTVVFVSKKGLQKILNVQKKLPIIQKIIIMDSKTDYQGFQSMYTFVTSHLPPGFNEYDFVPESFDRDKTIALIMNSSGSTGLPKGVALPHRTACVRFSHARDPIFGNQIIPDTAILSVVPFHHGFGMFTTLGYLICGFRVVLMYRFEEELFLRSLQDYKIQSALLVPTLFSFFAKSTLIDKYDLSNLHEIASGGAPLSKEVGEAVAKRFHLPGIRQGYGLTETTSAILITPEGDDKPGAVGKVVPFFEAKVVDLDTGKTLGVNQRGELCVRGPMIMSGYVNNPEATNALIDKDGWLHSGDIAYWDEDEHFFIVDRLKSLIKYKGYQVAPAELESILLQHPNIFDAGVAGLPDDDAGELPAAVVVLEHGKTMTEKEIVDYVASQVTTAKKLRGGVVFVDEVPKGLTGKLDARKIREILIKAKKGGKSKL
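Assay system: Luciferase/luciferin detection reagent, cell-free biochemical luciferase assay / Also added: ATP substrate / Schedule: 10 min at ambient temperature / Measured by: luminescence measurement of luciferase light output / Benchmarks: low control with PBS replacing ATP, high control enzyme plus ATP without compound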
TNAP act hi DEA = TNAP (human) activation, high acceptor | P05186 | purified TNAP, CDP-star luminescence, 1 M DEA, 30 min; active compounds read high; 0 = EDTA background, 1 = DMSO-only activity | activation factor at 20 µM | 200,000 tested, under 10 active | AID 1136;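 active = activation factor at least 2 at 20 µM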
Target sequence (P05186 whole entry, looked up): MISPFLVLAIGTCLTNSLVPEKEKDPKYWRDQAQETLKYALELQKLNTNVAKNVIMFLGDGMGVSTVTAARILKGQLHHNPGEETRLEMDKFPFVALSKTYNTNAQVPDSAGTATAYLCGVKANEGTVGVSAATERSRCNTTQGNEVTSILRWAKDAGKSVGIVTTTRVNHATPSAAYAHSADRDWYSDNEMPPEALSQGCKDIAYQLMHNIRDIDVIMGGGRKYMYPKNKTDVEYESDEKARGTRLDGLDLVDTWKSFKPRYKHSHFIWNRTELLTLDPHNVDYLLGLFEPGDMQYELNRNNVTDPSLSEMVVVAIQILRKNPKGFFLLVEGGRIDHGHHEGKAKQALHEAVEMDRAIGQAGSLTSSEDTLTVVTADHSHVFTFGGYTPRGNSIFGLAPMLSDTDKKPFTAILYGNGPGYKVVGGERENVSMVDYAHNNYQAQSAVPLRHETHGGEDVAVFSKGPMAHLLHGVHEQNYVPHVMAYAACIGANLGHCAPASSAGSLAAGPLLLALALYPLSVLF
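Measured by: Luminescent substrate turnover signal | Test system: Human TNAP | Input: TNAP 1/800 final | Dosing: 20 µM single point | Schedule: 30 min, room temperature | Controls: EDTA wells as negative control, DMSO wells as positive control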
PMI activator = activators of human phosphomannose isomerase. activation factor at 20 µM. P34949. purified human PMI, coupled resazurin fluorescence, 20 min; active compounds read high; 1 = vehicle control, 0 substrate-free wells. actives 0.005% (n = 190,000);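 active = activation factor of 2 or more at 20 µM, relative to plate controls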
G6PDH counter = L. mesenteroides G6PDH inhibition counter-screen. inhibition, % at 5 µM. Purified L. mesenteroides G6PDH, diaphorase/resazurin coupled fluorescence, 45 min. actives 0.12% (n = 200,000); in the data active = inhibition above about 50%
Diaphorase act = diaphorase activation or chemical reduction counter-screen; Diaphorase/resazurin coupled assay, resorufin fluorescence, 16 min; active compounds read high; 1 = vehicle wells, 0 = NADH-free wells; activation factor at 20 µM; actives 0.005% (n = 190,000); AID 1229;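 active = diaphorase activity raised at least twofold by the compound at 20 µM; inactive = activation factor below 2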
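Material: purified diaphorase enzyme from Clostridium kluyveri; Also added: 0.114 mM NADH and 0.1 mM resazurin, final amounts; Doses: single compound dose of 20 µM, 1% DMSO final; Times: 16 min enzyme reaction, ambient temperature; Detection: resorufin fluorescence, excitation 544 nm, emission 590 nm; Measure: increased resorufin signal from activators or reducing compounds.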
PMI act satM6P = PMI (human) activation, high substrate | P34949 | activation factor at 20 µM | coupled PMI enzyme assay, resazurin fluorescence, 20 min; active compounds read high; 1 = untreated enzyme, 0 = substrate-free blank | actives 0.34% (n = 190,000);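 active = activation factor of 2 or more at 20 µM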
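Test system: human phosphomannose isomerase with PGI, G6PDH, diaphorase coupling enzymes / Doses: 20 µM compound, 1% DMSO / Times: enzyme reaction with compound 20 min at room temperature / Measured by: Diaphorase-driven resazurin-to-resorufin fluorescence, excitation 544, emission 590 nm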
HMGR II inh = inhibitors of class II HMG-CoA reductase from Enterococcus faecalis | purified E. faecalis HMGR, NADPH absorbance 340 nm kinetic | inhibition, % at 10 µM | actives 0.41% (n = 190,000);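 active = inhibition above a set limit, the median over all tested compounds plus 3 SD, cut at about 9.5% in these data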;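 note: enzyme runs in reverse so mevalonate oxidation gives rising NADPH absorbance; 0% = complete reaction with DMSO and 100% = background rate lacking mevalonate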
TNAP inh no acc = TNAP (human) inhibition, acceptor-free conditions; purified TNAP, CDP-star luminescence, 30 min; inhibition, % at 20 µM; actives 0.26% (n = 200,000);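 active = tissue-nonspecific alkaline phosphatase inhibition above about 50% at 20 µM in the single-dose screen, limit read from the data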;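 note: 0% = DMSO negative control and 100% = EDTA positive control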
Diaph inh CS = diaphorase inhibition or chemical oxidation counter-screen | diaphorase resazurin-to-resorufin fluorescence, NADH, 16 min; bacterial (C. kluyveri) enzyme, not human | inhibition, % at 20 µM | actives 0.69% (n = 190,000);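 active = primary screen inhibition at 20 µM above a set limit, cut at about 50% in these data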;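 note: plate controls were DMSO with full reaction for no effect and wells lacking NADH for full effect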
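controls = No-NADH positive control and DMSO neutral control | system = Clostridium kluyveri diaphorase enzyme | timing = reaction incubation of 16 min at room temperature | signal = resorufin fluorescence 544/590 nm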
TNAP inh hiacc = blocks human TNAP under high phosphate acceptor concentration | actives 0.03% (n = 200,000) | inhibition, % at 20 µM | purified TNAP, CDP-star luminescence, 1 M DEA | P05186;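 active = over 50% inhibition of tissue-nonspecific alkaline phosphatase at 20 µM in the single-dose screen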;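 note: plate controls were DMSO wells for no effect and EDTA-quenched wells as full inhibition for full effect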
Numbers without * were called inactive; · = not tested or not shown.

A first look, 5 compounds:
SMILES	FLuc stim CS	TNAP act hi DEA	PMI activator	G6PDH counter	Diaphorase act	PMI act satM6P	HMGR II inh	TNAP inh no acc	Diaph inh CS	TNAP inh hiacc
COc1cc2c(cc1NC(=O)CSc1ccccc1)oc1ccccc12	1	1	0.8	-18	0.8	0.8	-2	-25	22	1
CC(C)N(C(=O)C(=O)c1cccn1-c1ccccc1C#N)C(C)C	1	1	0.9	7	0.8	0.8	-7	-4	23	-1
CC(=O)Nc1ccc(NS(=O)(=O)c2cc(C)sc2C)cc1	1.1	1	0.8	4	0.8	0.4	-1	0	23	-1
CC(C)NC(=O)C1(c2ccccc2)CCOCC1	1	1	0.9	3	0.9	0.9	5	-4	11	1
CCOC(=O)C1CCN(C=Nc2cc(C)on2)CC1	1.1	1.1	1	0	0.9	1.1	-2	-8	5	-7

The listing, previewed entries included:
SMILES	FLuc stim CS	TNAP act hi DEA	PMI activator	G6PDH counter	Diaphorase act	PMI act satM6P	HMGR II inh	TNAP inh no acc	Diaph inh CS	TNAP inh hiacc
COc1cc2c(cc1NC(=O)CSc1ccccc1)oc1ccccc12	1	1	0.8	-18	0.8	0.8	-2	-25	22	1
CC(C)N(C(=O)C(=O)c1cccn1-c1ccccc1C#N)C(C)C	1	1	0.9	7	0.8	0.8	-7	-4	23	-1
CC(=O)Nc1ccc(NS(=O)(=O)c2cc(C)sc2C)cc1	1.1	1	0.8	4	0.8	0.4	-1	0	23	-1
CC(C)NC(=O)C1(c2ccccc2)CCOCC1	1	1	0.9	3	0.9	0.9	5	-4	11	1
CCOC(=O)C1CCN(C=Nc2cc(C)on2)CC1	1.1	1.1	1	0	0.9	1.1	-2	-8	5	-7
COc1ccc(S(=O)(=O)Nc2nnc(C(C)(C)C)s2)cc1	1.1	1.1	0.5	9	0.9	0.8	1	-4	10	-10
Cc1[nH]c2ccccc2c1C(C[N+](=O)[O-])c1ccco1 (stereo not drawn)	1	0.8	0.8	2	0.5	0.6	1	-8	51*	20
CC(=O)NC(Cc1ccccc1)C(=O)N1CCN(C(=S)NCC(C)C)CC1 (stereo not drawn)	1.1	1	1.1	5	1	1.1	-4	-8	-1	1
FC(F)(F)c1cc(-c2ccco2)nc(-n2nc(C(F)(F)F)cc2C2CC2)n1	1.1	1	0.9	-2	0.9	0.9	0	-7	14	2
CC(C)(C)c1ccc(S(=O)(=O)Nc2cccnc2)cc1	1.1	1.1	1	9	0.9	1	0	3	13	-6
OCC1(CCOc2ccccc2)CCN(Cc2cn[nH]c2-c2ccc(F)cc2)CC1	1.1	1	0.9	13	0.9	0.9	-3	9	14	-4
Cc1cc(NC(=O)c2ccc(F)cc2)n(-c2ccccn2)n1	1	1	1.1	5	0.9	0.9	-10	-5	6	2
CC(C)N(C(=O)COC(=O)c1ccc(Cl)nc1)C(C)C	1.1	1	1.1	-1	0.9	1	5	-10	10	-1
OCCN(CCO)c1nc(N2CCCCC2)c2nc(N(CCO)CCO)nc(N3CCCCC3)c2n1	1	1.2	0.8	16	0.8	0.9	-2	-128	16	-15
Cc1cc(C)cc(OC(C)c2ccnc3nc(/N=C/N(C)C)nn23)c1 (stereo not drawn)	1	1	1	3	1	1	4	-6	-5	-3
COc1ccc(CN(CC2CCC(C(=O)O)CC2)C(=S)Nc2ccc(C)c(Cl)c2)cc1 (stereo not drawn)	1	1.1	0.9	3	0.9	1	0	-14	9	-6
Cc1cccc(OCCNC(=O)c2ncn[nH]2)c1	1	1	1	-3	1.1	1	-3	-18	-10	-3
c1ccc(-c2nc[nH]c2-c2ccccc2)cc1	1.1	1.1	0.9	4	0.9	1	-2	-7	13	-5
COc1cccc(-c2cc(C(=O)Nc3c(C)n(C)n(-c4ccccc4)c3=O)no2)c1	1.1	1.1	1	-4	0.8	1	-5	-13	16	-6
Cc1cccc(N2C(=O)C(Oc3ccc(Cl)cc3Cl)C2C=O)c1C (stereo not drawn)	1.1	1	0.9	5	0.8	1	4	-23	16	-3
COC(=O)CC1COc2ccccc2N1C(=O)c1cccc(C(F)(F)F)c1 (stereo not drawn)	1	1	1	2	1	1	-12	-8	5	2
CCC1CCCCN1CCNC(=O)CCS(=O)(=O)c1ccc(Br)cc1 (stereo not drawn)	1	1.1	1.1	2	0.9	1	0	-8	6	-6
O=C(c1ccc(Cl)cc1)N1C2C=CC(C2)C1(C(F)(F)F)C(F)(F)F (stereo not drawn)	1.1	1	1	8	0.9	1	-3	-3	10	-3
Cc1ccc(C2CC(C(F)(F)F)n3nc(C(=O)NCc4ccco4)cc3N2)cc1 (stereo not drawn)	1	1	0.8	4	0.9	0.9	2	-7	12	-4
CCn1cc(Cl)c(C(=O)Nc2cc(C(=O)OC)cc(C(=O)OC)c2)n1	1	1	1	-5	0.8	1	0	-3	18	2
Further structures follow.
SMILES	FLuc stim CS	TNAP act hi DEA	PMI activator	G6PDH counter	Diaphorase act	PMI act satM6P	HMGR II inh	TNAP inh no acc	Diaph inh CS	TNAP inh hiacc
COc1ccccc1C(=O)n1nc(-c2cccnc2)nc1NCc1ccccc1	1	1	0.9	2	0.8	0.8	1	4	24	-4
CS(=O)(=O)N(CC(=O)N1CCN(C(c2ccccc2)c2ccccc2)CC1)C1CCCCC1	1.1	1.1	1	7	0.8	1	1	-5	17	-7
CCn1cc(NC(=O)CCl)c(C)n1	1.1	1	1.2	14	0.9	1.2	0	-1	6	-2
CCCC1(C(=O)OC)NC(c2ccco2)C2C(=O)N(C)C(=O)C21 (stereo not drawn)	1	1.1	1	5	1	1	-3	-13	4	-7
CCSc1nnc(NC(=O)CSc2nnc(-c3c[nH]c4ccccc34)n2CC)s1	1	1	0.8	-1	0.8	0.8	-9	10	21	-4
COc1nc(NCCN2CCOCC2)nc(Nc2ccc([N+](=O)[O-])cc2)n1	1	1	1.1	-5	0.9	1.2	-2	-9	7	-2
CN(Cc1ccccc1)C(=S)Nc1ccc(OC(F)F)cc1	1	1	0.8	20	0.9	0.8	-2	-6	14	2
Cc1cccc(NC(=O)CN2C(=O)N/C(=C/c3cc(C)n(-c4ccncc4)c3C)C2=O)c1	1.1	1	1	0	0.9	1	-5	-10	6	-4
C=CCn1c(-c2cccs2)nc2nc3ccccc3nc21	0.6	1	1	2	0.9	1	4	-10	10	-2
COc1cccc(N2CCN(C(=O)c3c(C)nn(-c4ccccc4)c3C)CC2)c1	1	1	1	2	1.1	0.9	-6	-4	-8	-3
O=C(c1ccc2c(c1)OCCO2)N1CCCC(CNS(=O)(=O)c2cccs2)C1 (stereo not drawn)	1	1.1	1.1	15	1.3	1	-7	-6	-26	-7
C#CCNC(=O)C1=C[C@H](C2CCCCC2)C[C@H](OCCCCO)O1	1	1	0.9	18	0.6	0.7	2	0	37	-2
CCCC1CC(CSc2ncn[nH]2)OC1=O (stereo not drawn)	1	1	1	-3	1	0.9	1	0	5	-1
CCOc1ccc2[nH]c(=O)c(CN(CCO)C(=O)c3ccc(OC)c(OC)c3)cc2c1	1	1	1	10	1	1.1	1	-1	4	-1
COc1ccc(CCN=C(NS(=O)(=O)c2ccccc2)c2ccccc2)cc1OC	1.1	1	1	2	1	1	-3	-7	-4	-4
COC(=O)c1ccccc1NC(=O)NCC1CCCO1 (stereo not drawn)	1	1	1	28	1	1	-1	-8	2	-2
COc1ccc(-c2nc(-c3ccc(Br)o3)no2)cc1	0.6	1	1	-1	0.9	1	-9	-14	8	-3
CCOC(=O)c1cnc2c(C#N)c(C)nn2c1C	1	1	1	3	1	1.1	-1	-10	2	-4
c1ccc(COC2CCCN(Cc3nc(-c4cccs4)no3)C2)nc1 (stereo not drawn)	1	1	0.8	10	0.9	0.9	0	-7	11	-4
O=C(O)c1cccc(NC(=O)c2cccc(S(=O)(=O)N3CCc4ccccc4C3)c2)c1	1	1	1	-3	0.9	1	-9	-12	13	-3
c1ccc(Cn2nnnc2CN2CCN(c3ncccn3)CC2)cc1	1	1	1	3	1.1	1	-5	-7	-6	-3
O=C(O)CSC1CC(=O)N(c2ccc(Cl)c(Cl)c2)C1=O (stereo not drawn)	1.1	1	0.9	-10	0.8	0.9	3	-14	23	-4
CCCn1c(=O)c(C(=O)N/N=C/c2ccccc2F)c(O)c2ccccc21	1	1	·	12	·	·	0	0	·	-2
N#C/C(=C\N1CCOCC1)c1ccccc1	1	1	0.9	1	0.9	1	0	-9	9	-3
Cc1ccc(C2OC(=O)c3ccccc32)cc1 (stereo not drawn)	1	1	0.9	16	0.9	1	1	-9	8	1
Next results.
SMILES	FLuc stim CS	TNAP act hi DEA	PMI activator	G6PDH counter	Diaphorase act	PMI act satM6P	HMGR II inh	TNAP inh no acc	Diaph inh CS	TNAP inh hiacc
Cc1ccccc1Oc1ccc(-c2nc(N)nc(N)n2)cc1	1	1	0.8	2	0.8	0.8	0	-5	19	0
COc1ccccc1C1(O)CC2CCC(C1)N2S(=O)(=O)c1ccc(C(C)=O)cc1 (stereo not drawn)	1.1	1.1	0.9	6	0.8	0.9	-4	-6	24	-7
O=C(/C=C/c1cccc([N+](=O)[O-])c1)NC(=S)Nc1ccc(CN2CCOCC2)cc1	1	0.9	0.8	11	0.8	0.9	2	-8	16	6
C=CCNC(=O)CC(=O)N/N=C/c1cccc(Br)c1	1	1	0.9	6	0.9	0.9	-1	-4	10	1
CCOCCCn1c(=S)[nH]c2cc(C(=O)N3CCOCC3)ccc2c1=O	1	1	0.9	5	0.8	0.9	-7	-6	17	-4
Cc1ccc(-c2nn(C(C)(C)C)c3ncnc(NS(=O)(=O)c4ccc([N+](=O)[O-])cc4)c23)cc1	1.1	1	1.1	0	0.9	1	-5	3	14	-3
CCOC(=O)COc1ccc(S(=O)(=O)Nc2ccc3c(c2)OCO3)cc1	1	1	0.8	30	0.8	0.9	-2	-9	19	-4
O=[N+]([O-])c1cc2c(cc1Br)CCN2	0.9	1	1	0	1	1.1	-1	-1	-3	2
Cc1c(Br)c(=O)[nH]c(=O)n1COCc1ccccc1	1	1.1	1.1	8	1.1	1	-2	-8	-9	-5
CC(C)N(Cc1ccccc1)C(=O)c1cnc2n(c1=O)CCS2	1.1	1	0.8	21	0.7	0.9	-3	-13	27	0

Entries of single compounds, quoted from the list:
CCC1CCCCN1CCNC(=O)CCS(=O)(=O)c1ccc(Br)cc1 (stereo not drawn) across the screens: FLuc stim CS: 1; TNAP act hi DEA: 1.1; PMI activator: 1.1; G6PDH counter: 2; Diaphorase act: 0.9; PMI act satM6P: 1; HMGR II inh: 0; TNAP inh no acc: -8; Diaph inh CS: 6; TNAP inh hiacc: -6
O=C(c1ccc2c(c1)OCCO2)N1CCCC(CNS(=O)(=O)c2cccs2)C1 (stereo not drawn) across the screens: FLuc stim CS: 1; TNAP act hi DEA: 1.1; PMI activator: 1.1; G6PDH counter: 15; Diaphorase act: 1.3; PMI act satM6P: 1; HMGR II inh: -7; TNAP inh no acc: -6; Diaph inh CS: -26; TNAP inh hiacc: -7
